Screens: PubChem BioAssay, National Center for Advancing Translational Sciences (NCATS)
HepG2 viability – kills HepG2 cells in TGF-b inhibitor counter-screen; HepG2 CAGA-GFP viability, ATP luminescence, 18 h; Potency, µM (highest dose often 46.1 µM), inactives show at the top dose activity change, negative = cytotoxicity, most hits filed as cytotoxic; 0.76% of 410,000 active; further: potency means the concentration at half of the fitted maximal effect; some results filed as inactive show a strong effect at the top dose
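HepG2 CAGA-GFP cells (1000/well, DMEM with 1% FBS) received compound, then TGF-beta at 500 pg/mL final, and were incubated 18 hours at 37 degrees C. Viability was read by CellTiter-Glo luminescence. Media-only wells were set as complete cell-killing and DMSO as no toxicity.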
ATXN2 expr inh – inhibitors of ATXN2 expression; 0.72% of 360,000 active; Potency, µM (series often up to 57 µM), for inactives: at the highest dose activity change, negative = inhibition, hits mostly inhibitors; HEK-293 ATXN2-luciferase reporter, luminescence, 24 h; AID 1745845; further: potency means the concentration at half of the fitted maximal effect; on the % scale 0 is the no-effect control and ±100 the full control effect; nearly all actives have a fitted effect of over 55% in size
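ATXN2-luciferase reporter cells (luciferase flanked by upstream and downstream ATXN2 gene portions) were treated 24 h at 37 °C with compounds at up to 57 uM. SteadyGlo luminescence gave expression; GF-AFC fluorescence gave viability.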
IL-1B inflam inh – inhibitors of inflammasome signaling (IL-1 beta secretion); THP-1 LPS/ATP IL-1B secretion, AlphaLISA, 16 h; hits give low values; activity change, % at 57.5 µM; 4.7% of 360,000 active; AID 743279; in the data active means activity change below about -50%; inconclusive means mostly about -30% to -49%; further: on the % scale 0 is the no-effect control and ±100 the full control effect
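THP-1 cells pretreated 1 hr with compounds (up to 57.5 uM final), then stimulated with LPS (250 ng/mL final) plus ATP (1.25 mM final); secreted IL-1B measured by AlphaLISA after 16 hr, decreased signal indicating inhibition.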
KB-3-1 tox – KB-3-1 parental cell cytotoxicity; Potency, µM (titrated, usually from 46.1 µM), without a hit: top-dose activity change, negative = cytotoxic, most hits filed as cytotoxic; KB-3-1 viability, CellTiter-Glo ATP luminescence, 72 h; AID 1347075; 1.4% of 400,000 active; further: potency means the concentration at half of the fitted maximal effect; on the % scale 0 is the no-effect control and ±100 the full control effect; nearly all actives have a fitted effect of over 60% in size
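Cytotoxicity measured as CellTiter-Glo luminescence after 72 h at 37 C. Compound titrations were pinned onto drug-naive KB-3-1 parental adenocarcinoma cells grown in DMEM with 10% FBS, and normalized data fitted to concentration-response curves.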
S2 tox – cell viability loss in ATXN counter-screen; AID 651635; 0.49% of 400,000 active; Potency, µM (highest dose often 56.7 µM), most hits filed as cytotoxic; S2 cells (HEK-293 line with an ATXN2-luciferase reporter) viability, CellTiter-Fluor protease fluorescence, 24 h; further: potency means the concentration at half of the fitted maximal effect; nearly all actives have a fitted effect of over 40% in size
HT1080NT lethal – kills 2HG-producing HT-1080-NT fibrosarcoma cells; HT-1080-NT fibrosarcoma viability, CellTiter-Glo ATP luminescence, 48 h; Potency, µM (doses to about 46.1 µM), without a hit: top-dose activity, negative = less viability, usual class: cytotoxic; 1.6% of 360,000 active;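 further: NT is the 2HG producing partner of a matched IDH1 knockdown line; potency means the concentration at half of the fitted maximal effect; 0% = DMSO-treated cells and -100% = media-only wells without cells; nearly all actives have a fitted effect of over 55% in size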
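HT-1080-NT fibrosarcoma cells (2HG-overproducing), 750 cells/well in RPMI with 5% FBS, dosed after 2 h and incubated 48 h at 37C. CellTiter-Glo luminescence normalized to DMSO and no-cell wells; concentration-response curves fitted and classed.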
MCF10A rereplic – inducers of DNA re-replication in MCF 10A breast cells; MCF 10A DNA re-replication, Hoechst nuclear intensity, 48 h; Potency, µM (highest dose often 46.1 µM), for the others: top-dose activity, positive = re-replication, usual class: activators; 2.9% of 350,000 active; AID 624296; further: potency means the concentration at half of the fitted maximal effect; % of control where 0% means no effect; nearly all actives have a fitted effect of over 50% in size
SW480 rereplic – inducers of DNA re-replication in SW480 colon cancer cells; SW480 DNA re-replication, Hoechst DNA content imaging, 48 h; Potency, µM (doses to about 46.1 µM), for the others: at the highest dose re-replication activation, actives largely listed as activators; 1.8% of 340,000 active; further: potency means the concentration at half of the fitted maximal effect; % of control where 0% means no effect; nearly all actives have a fitted effect of over 55% in size
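Treated cells incubate 48 hr (37 C, 5% CO2), are stained 40 min with Hoechst, and nuclear fluorescence is enumerated; a rise in nuclei with high DNA signal marks re-replication.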
HT1080 IDH1KD tx – kills HT-1080 cells with IDH1 knockdown; Potency, µM (highest dose often 46.1 µM), inactives show at the highest dose activity, negative = toxicity, actives largely listed as cytotoxic; AID 686971; HT-1080 IDH1 knockdown viability, ATP luminescence, 48 h; 2% of 360,000 active;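 further: potency means the concentration at half of the fitted maximal effect; 0% = DMSO wells and -100% = cell-free medium wells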
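Using the IDH1-knockdown HT-1080 line run in the same batch and compound series as the NT line, viability after 48 h at 37 °C was determined by CellTiter-Glo luminescence and expressed as % activity.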
Numbers without * were called inactive; i = inactive; ? = inconclusive; nt = no result given; & = joins results of further samples; [ ] = dose if it differs, or a comment. Unless noted, the call rests on the fitted dose curve; in most records, active means well fitted curve in the direction sought with a large enough effect; inconclusive means small, poorly fitted or top-dose-only effect, or another doubt; inactive means no such curve, though single readings can be large; an effect the other way counts as inactive or inconclusive. Rows were taken by chance, and some 8.9% of all compounds hit somewhere here.

Value order – HepG2 viability | ATXN2 expr inh | IL-1B inflam inh | KB-3-1 tox | S2 tox | HT1080NT lethal | MCF10A rereplic | SW480 rereplic | HT1080 IDH1KD tx
Cc1ccccc1CS(=O)(=O)Cc1ccc(C(=O)NCCc2ccccc2)o1
 : -25.0%&-11.6% | 6.7%&-14.3% | 21.6 | -11.5%&-4.8% | i | -2.1% | -0.2% | 3.1% | -15.3%
Cc1onc(-c2ccccc2)c1C(=O)Nc1sc2c(c1C(N)=O)CCC2
 : -18.0% | 1.4% | -50.2* | -19.1% | i | -29.0% | 3.8% | 6.9% | -1.3%
NS(=O)(=O)c1ccc(NC(=O)COC(=O)Cc2c[nH]c3ccccc23)cc1
 : -7.4% | -3.8% | 14.8 | -3.1% | i | ? | 0.7% | -5.7% | ?
COc1ccc(OC)c(NC(=O)CNC(=O)Cn2ccc3ccccc3c2=O)c1
 : -13.3% | -11.4% | -9.1 | 0.0% | i | 2.9% | 1.2% | -13.5% | 1.9%
COC(=O)C(OC(=O)c1ccccc1)C(C)Br (stereo unspecified)
 : 10.4% | 5.8% | 18.8 | 21.2% | i | 35.7% | -4.4% | 1.1% | 8.8%
O=C(NCC(=O)N1CCN(C(=O)c2ccccc2)CC1)c1ccc(Cl)cc1Cl
 : -6.4% | -46.0% | 0.0 | -1.3% | ? | 5.1% | 4.8% | 2.6% | -1.6%
COc1ccc(/C(N)=N/OC(=O)Cc2ccc(OC)c(OC)c2)cc1
 : -10.7% | -12.4% | -77.8* | ? | i | ? | 2.0% | -6.3% | 15.7%
CCc1ccc(OCC(=O)OC(C)C(=O)Nc2ccc(Cl)cn2)cc1 (stereo unspecified)
 : 1.6% | 2.7% | -12.9 | 0.1% | i | -4.7% | 4.7% | -8.5% | -16.0%
Cn1c(SCC(=O)NCC2CCCO2)nnc1-c1ccco1 (stereo unspecified)
 : 15.4% | nt | 12.7 | 3.1% | i | 5.9% | -9.6% | 2.3% | 1.3%
O=C(CSCc1ccc(F)cc1)NC1CCCC1
 : 9.8% | 30.2% | -4.0 | -3.4% | i | 0.0% | 0.8% | -15.4% | 0.0%
Cc1nc2ccccc2c(=O)n1/N=C/c1ccco1
 : 1.0% | 0.9% | -11.9 | -2.0% | i | 2.6% | -3.5% | 10.3% | -0.7%
COc1ccc(NC(=O)CN(C)CC(=O)Nc2ccccc2SC)cc1
 : -16.8% | -11.7% | 12.4 | -12.9% | i | 2.3% | -0.7% | -1.3% | -3.9%
Cc1ccc(Cl)cc1N1CCN(S(=O)(=O)c2ccc3c(c2)CC(C)N3C(=O)C2CCC2)CC1 (stereo unspecified)
 : 13.3% | -3.7% | nt | -20.0% | i | nt | nt | nt | nt
COc1ccc(-c2ccc(C(=O)NCCN(C)C)c3occc23)c(C)c1
 : -38.4% | -12.1% | -8.7 | -26.3% | i | 29.1µM* | nt | nt | 18.4µM*
O=C(O)COCC(=O)Nc1ccc(Oc2ncnc3cc(Cl)ccc23)nc1
 : 28.4% | -23.7% | nt | -3.5% | i | 1.3% | -8.7% | -39.5%[inhibitor] | 26.7%
O=S(=O)(NCC(O)COCc1ccco1)c1cccs1 (stereo unspecified)
 : -38.1% | -3.0% | -4.3 | -6.3% | i | -4.7% | 19.8% | -3.8% | -3.3%
CCOCCCNC(=O)CN1C(=O)COc2ccc(S(=O)(=O)N3CCCCCC3)cc21
 : 14.9%&0.3% | 4.8%&7.6% | -8.8 | -17.4%&-2.8% | i | 0.9% | -0.4% | 15.8% | -7.4%
CCN1CCCC1CNC(=O)c1cc2ccc(OC)cc2[nH]1 (stereo unspecified)
 : 9.8% | 7.2% | 36.3 | -2.8% | i | -4.5% | ? | ? | -1.8%
CCn1cc2nc(SCC(=O)Nc3ccc(OC)cc3OC)n(Cc3ccc(OC)cc3)c(=O)c2n1
 : 2.0% | -11.9% | 6.4 | ? | ? | 3.66µM* | 3.26µM* | 7.31µM* | 5.17µM*
CC1CCCCN1C(=O)Cc1ccc(Cl)cc1 (stereo unspecified)
 : 2.4% | 45.8%[activator] | 8.9 | 7.0% | i | 9.8% | 4.5% | 3.2% | 7.3%
O=C(O)CC(Cc1ccc(Br)cc1)C(=O)Nc1ccccc1 (stereo unspecified)
 : 4.2% | nt | 17.1 | 0.5% | i | 10.2% | -9.8% | -4.2% | 13.5%
COc1ccc(OCC(O)CN2CCN(c3ccccc3)CC2)cc1 (stereo unspecified)
 : -0.7% | -18.0%[11.3 µM] | 19.5 | 2.7% | i | 17.4% | 4.1% | 2.3% | 9.5%
COc1ccc(CC(=O)Nc2ccc3c(C)cc(=O)oc3c2)cc1OC
 : 0.1% | -20.9% | -7.3 | 15.2% | i | ? | -2.7% | -4.4% | 12.6%
COc1cc(-c2cc(NC=O)c3ncc(-c4ccc(C(C)=O)cc4)n3c2)ccc1O
 : -30.6% | -4.9% | 13.6 | ? | i | ? | nt | nt | 18.4µM*
COc1ccc(CCN(CC(=O)NC(C)(C)C)C(=O)Cn2nnc(-c3ccc(C)o3)n2)cc1OC
 : -0.2% | -0.2% | ? | -3.8% | i | -5.8% | 9.8% | -34.1%[inhibitor] | 8.2%
CCC(Oc1ccccc1)C(=O)Nc1ccc(S(=O)(=O)Nc2cc(C)on2)cc1 (stereo unspecified)
 : -2.1% | 4.7% | 3.0 | 4.6% | i | 2.9% | ? | 1.2% | 4.6%
Nc1nnc(CSCc2ccccc2)s1
 : 7.3% | 6.9% | 24.3 | 2.3% | i | -0.4% | -2.3% | -9.7% | 0.9%
COc1cccc(CC(=NO)c2cccc(OC)c2)c1
 : -16.4% | 0.6% | -21.9 | -6.0% | i | -29.6% | 2.7% | 2.9% | -15.0%
Cc1nc2ccc(NC(=S)N3CCN(c4ccccn4)CC3)cc2nc1C
 : 5.7% | 8.2% | -7.7 | -3.0% | i | 0.4% | 1.7% | -1.7% | -3.3%
COC(=O)CSc1nnc(CNC(=O)c2ccco2)n1-c1ccc(F)cc1
 : 1.2% | -4.5% | 13.5 | -0.4% | i | 13.8% | 1.3% | -10.1% | 8.9%

Of the compounds above, two contain a thiophene ring, fused or not.
Value order – HepG2 viability | ATXN2 expr inh | IL-1B inflam inh | KB-3-1 tox | S2 tox | HT1080NT lethal | MCF10A rereplic | SW480 rereplic | HT1080 IDH1KD tx
Cc1onc(-c2ccccc2)c1C(=O)Nc1sc2c(c1C(N)=O)CCC2
 : -18.0% | 1.4% | -50.2* | -19.1% | i | -29.0% | 3.8% | 6.9% | -1.3%
O=S(=O)(NCC(O)COCc1ccco1)c1cccs1 (stereo unspecified)
 : -38.1% | -3.0% | -4.3 | -6.3% | i | -4.7% | 19.8% | -3.8% | -3.3%

More entries.
| mol | HepG2 viability | ATXN2 expr inh | IL-1B inflam inh | KB-3-1 tox | S2 tox | HT1080NT lethal | MCF10A rereplic | SW480 rereplic | HT1080 IDH1KD tx |
| --- | --- | --- | --- | --- | --- | --- | --- | --- | --- |
| CC(=O)N1c2ccc(S(=O)(=O)NCCc3ccccc3)cc2CC1C (stereo unspecified) | -47.6% | nt | 24.6 | -27.2% | ? | ? | -3.2% | -1.6% | ? |
| O=C1CC2(CCN(C(=O)C(=O)c3c[nH]c4ccccc34)CC2)Oc2ccccc21 | -6.1% | -13.1% | ? | -21.9% | i | -6.4% | 9.0% | -3.0% | -4.0% |
| Cc1occc1C(=O)NC(C)C1CCCO1 (stereo unspecified) | -36.4% | 6.9% | 20.5 | 1.3% | i | 14.3% | 2.2% | -10.4% | ? |
| Cc1ccc2c(c1)c1c(c(=O)n(-c3cccc(Cl)c3)c(=O)n1CC(=O)c1ccc(Cl)cc1)n2C | -6.7% | 2.4% | nt | -25.4% | i | nt | nt | nt | nt |
| C/C(=N\OCc1ccccc1)c1c(O)cc(C(C)C)n(-c2ccccc2)c1=O | -6.0% | 12.5% | 14.2 | 5.0% | i | 2.9% | ? | 1.0% | 0.0% |
| COc1ccc(C2=Nn3c(nnc3-c3ccccc3Cl)SC2)cc1OC1CCCC1 | 2.4% | ? | nt | ? | ? | nt | 16.4µM* | 20.6µM* | nt |
| CC1CCCC(C)N1CC(C)(C)NS(=O)(=O)c1ccc(Cl)cc1 (stereo unspecified) | 3.9% | nt | 0.0 | -3.1% | nt | 13.5% | 1.1% | -7.2% | 2.1% |
| O=C1CCCc2nc3c(cc21)C(O)Oc1c-3ccc2ccccc12 (stereo unspecified) | -5.2% | 19.6% | -4.1 | ? | nt | -3.4% | ? | ? | 3.5% |
| CC1CC(C)CN(CCCNC(=O)CCNC(=O)Cn2cnc3ccccc3c2=O)C1 (stereo unspecified) | -1.5% | -7.1% | -11.0 | 5.8% | i | -0.1% | -2.3% | -6.8% | 6.3% |
| COc1ccc2[nH]c(C)c(CCNS(=O)(=O)c3cc(F)ccc3OC)c2c1 | -24.6% | -3.4% | nt | 0.7% | i | nt | nt | nt | nt |
| C/C(=N/NC(=O)c1sc(NS(=O)(=O)c2ccccc2)nc1C)c1ccccc1 | 2.5% | -1.6% | 10.1 | -6.0% | i | 4.7% | ? | -5.3% | 6.0% |
| CCc1ccc(NC(=O)CC2C(=O)NCCN2C(=O)c2ccccc2OC)cc1 (stereo unspecified) | 7.6%&-1.5% | 6.9%&2.5% | -0.3 | 8.2%&1.9% | i | 10.6% | 2.5% | -8.1% | 1.2% |
| CC(=O)N1CCSc2ccc(S(=O)(=O)NCCc3ccc(C)cc3)cc21 | -20.3% | -19.1% | ? | ? | i | -28.3% | 1.7% | 0.2% | -5.9% |
